HRP interference = HRP/luminol detection interference without ALR, dose response, artefact control for ALR inhibitor project, biochemical, luminescence, no ALR or DTT; HRP/H2O2 luminol luminescence counterscreen, no ALR; activity change, negative = inhibition, % at the top dose, mostly 10 µM; hits show AC50 in µM; 2,500 compounds, 15% hits; AID 540356;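 active = signal-lowering compounds whose fitted half-maximal concentration AC50 is no higher than ten times their top tested concentration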;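 note: 0% = median of neutral control wells and -100% = median of quercitin 100 µM wells; many of its hits are not listed in these tables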
* = called active by the depositor.

SMILES | HRP interference
O=C(O)CCn1cc(C=C2C(=O)NC(=O)NC2=O)c(-c2cc3ccccc3oc2=O)n1 | -7.2%
CN=C(SCc1ccccc1)c1c(O)n(C)c(=O)n(C)c1=O | 2.0%
N/C(=N\[N+](=O)[O-])N/N=C/c1ccc(O)cc1 | -14.1%
COc1ccc2c(c1)NP(=S)(Oc1ccccc1)N2 (stereo not given) | -1.9%
CCCC/C(=N\O)c1c[nH]c2ccccc12 | -7.1%
O=C(O)C12C3CCCC1C32c1ccccc1 (stereo not given) | 0.3%
O=C1NC(=O)C(=Cc2ccc(-c3ccc(F)cc3O)o2)C(=O)N1 | -1.9%

Arranged by number of heavy atoms (lowest first): 3 of the compounds above.
SMILES | HRP interference
N/C(=N\[N+](=O)[O-])N/N=C/c1ccc(O)cc1 | -14.1%
O=C1NC(=O)C(=Cc2ccc(-c3ccc(F)cc3O)o2)C(=O)N1 | -1.9%
O=C(O)CCn1cc(C=C2C(=O)NC(=O)NC2=O)c(-c2cc3ccccc3oc2=O)n1 | -7.2%

Screening results: PubChem, Broad Institute

An excerpt; rates above refer to the full screens.
